Screening data: PubChem, several laboratories
SR-BI HDL uptake – mouse SR-BI HDL lipid transfer inhibition. Q61009. ldlA[mSR-BI] CHO cells, DiI-HDL uptake fluorescence, 3 h. inhibition, % at 12.5 µM. actives 0.96% (n = 320,000). AID 488896;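 active = mean replicate inhibition of at least 70% and a set share of replicates each scoring 70 or more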;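 also: 0% = median of neutral control wells and 100% = median of positive control wells; values of inactives mirror those of a sister screen read the other way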
Target sequence (Q61009 whole entry, looked up): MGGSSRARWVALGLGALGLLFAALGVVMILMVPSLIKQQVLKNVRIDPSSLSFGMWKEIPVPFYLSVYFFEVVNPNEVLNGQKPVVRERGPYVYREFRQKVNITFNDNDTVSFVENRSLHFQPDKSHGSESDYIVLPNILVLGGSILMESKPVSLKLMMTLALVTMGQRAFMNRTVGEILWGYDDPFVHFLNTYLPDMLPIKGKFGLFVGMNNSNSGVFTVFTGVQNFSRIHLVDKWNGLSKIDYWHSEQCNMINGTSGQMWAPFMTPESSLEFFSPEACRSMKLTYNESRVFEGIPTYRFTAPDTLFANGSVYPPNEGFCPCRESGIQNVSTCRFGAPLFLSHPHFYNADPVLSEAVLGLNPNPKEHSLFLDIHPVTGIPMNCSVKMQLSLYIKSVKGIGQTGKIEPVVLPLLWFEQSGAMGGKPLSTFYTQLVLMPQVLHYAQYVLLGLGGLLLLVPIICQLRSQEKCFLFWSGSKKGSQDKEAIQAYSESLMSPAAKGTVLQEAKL
Ecoli viability – bacterial growth inhibition, counter-screen for AddAB inhibitors. AID 449728. inhibition, % at 11.9 µM. actives 0.27% (n = 330,000). E. coli V3065 growth, OD600 absorbance, 18 h;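 active = inhibition above the campaign's mean inhibition across all tested compounds plus 3 SD, cut at about 9.9% in these data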;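 also: uninfected addAB+ strain grown without phage in ampicillin broth; 0% = DMSO wells and 100% = ciprofloxacin 0.95 µg/ml wells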
phage Ecoli inh – E. coli growth loss with phage present | growth absorbance | inhibition, % at 11.9 µM | actives 0.26% (n = 360,000); in the data active = inhibition above about 11%
Wnt act – activators of Wnt/beta-catenin signaling; activation, % at 9.35 µM; actives 1.2% (n = 300,000); Wnt/beta-catenin reporter cell assay, activator, plate reader; in the data active = activation above about 30%, passing the limit was not always enough;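 also: 0% = neutral control wells and 100% = positive control wells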
MITF TRPM1 HTS – increases MITF-driven TRPM1 promoter luciferase signal. actives 0.75% (n = 300,000). activation, % at 12.5 µM. SK-MEL-5 TRPM1-promoter luciferase, 24 h; % of positive control, neutral wells = 0;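 active = mean activation of at least 80% with every replicate also reaching 80%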;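 also: 0% = neutral control wells and 100% = parthenolide positive control wells; values of inactives mirror those of a sister screen read the other way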
AddAB inh – less growth of phage-infected E. coli with AddAB; E. coli expressing H. pylori AddAB, absorbance growth; inhibition, % at 11.9 µM; actives 0.29% (n = 330,000); in the data active = inhibition above about 12%;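 also: 0% = vehicle wells of infected cells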
CAL PDZ FP-1 – human CAL PDZ-peptide interaction inhibition. purified CAL PDZ, TMR-peptide fluorescence polarization, 1 h. inhibition, % at 20 µM. actives 0.02% (n = 330,000). AID 504414;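 active = highest replicate inhibition of at least 40%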;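 also: plate controls were DMSO neutral control wells for no effect and unlabeled competitor peptide control wells for full effect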
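Test system: purified CerCALP PDZ construct; Compound dosing: one concentration, 20 µM compound; Also added: TMR-labelled reporter peptide T*-PRC34 bound in PDZ groove; Read-out: inhibition from polarization loss; Controls: unlabelled peptide and DMSO controls; Signal: FP readout, S and P plane fluorescence; Incubation: 1 h at RT.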
Tat transport – E. coli Tat transport inhibition | inhibition, % at 10 µM | AID 488895 | E. coli MC4100 TorA-mCherry Tat export, fluorescence | actives 0.036% (n = 340,000);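 active = mean replicate inhibition at least 50% and at least half of replicates individually reaching 50%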;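 also: exported cargo escapes ClpAP degradation while cytoplasmic cargo is degraded and loses fluorescence; 0% = median of neutral control wells and 100% = median of NaSCN control wells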
SR-BI uptake up – activators of SR-BI mediated HDL lipid uptake. activation, % at 12.5 µM. CHO ldlA[mSR-BI] cells, DiI-HDL uptake fluorescence, 3 h; 100 = double the neutral-control signal. actives 0.096% (n = 320,000);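 active = mean replicate activation of at least 60% and every replicate at or above 60%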;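 also: 0% = median plate neutral-control signal and 100% = twice that signal; values of inactives mirror those of a sister screen read the other way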
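Assay system: CHO ldlA[mSR-BI] cells, LDL receptor-null, SR-BI overexpressing; medium: Ham's F12 with 0.5% BSA, HEPES 25 mM, pH 7.4; also added: DiI-HDL 10 µg/mL; timing: 3 h uptake period with compound, 37 °C; signal: DiI fluorescence, bottom read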
CAL PDZ FP-2 – CAL PDZ (human) peptide binding inhibition; Q9HD26; actives 0.92% (n = 300,000); inhibition, % at 24.9 µM; AID 602252; purified CAL PDZ, TMR-peptide fluorescence polarization, 1 h;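 active = mean inhibition of at least 30% with at least half of replicates also reaching 30%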;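 also: 0% = DMSO neutral control and 100% = excess unlabeled competitor peptide PRC23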
The depositor's hits bear a star; . = no result given.

SMILES	SR-BI HDL uptake	Ecoli viability	phage Ecoli inh	Wnt act	MITF TRPM1 HTS	AddAB inh	CAL PDZ FP-1	Tat transport	SR-BI uptake up	CAL PDZ FP-2
Cc1ccc(-n2nnnc2SCC(=O)NCC2(N3CCCCC3)CCCCC2)c(C)c1	-5.6	0.0	0.9	-3.9	21.6	0.1	-0.5	0.4	5.6	5.8
O=C(N[C@H]1C/C=C\C[C@H](CC(=O)N(CCO)Cc2ccccc2)C(=O)N[C@@H](c2ccccc2)COC1=O)OCC1c2ccccc2-c2ccccc21	33.7	-0.8	.	.	7.1	1.1	0.4	5.8	-33.7	-1.6
CCc1ccc(C(=O)NNC(=O)c2n[nH]c(=O)c3ccccc23)cc1	-4.5	1.4	2.6	-2.5	-9.8	1.1	-0.4	6.7	4.5	-3.3
COc1ccc(Cn2c(=O)[nH]c3cc(C(=O)NCCc4ccc(S(N)(=O)=O)cc4)ccc3c2=O)cc1	-33.2	3.0	4.5	-0.9	-5.0	3.5	-1.2	-3.2	33.3	-4.1
C=CCn1c(SCC(N)=O)nc2nc3c(cc2c1=O)COC(C)(C)C3	-2.4	-1.2	2.6	0.6	17.6	1.1	-1.8	-3.9	2.4	-2.7
N/C(=N\OC(=O)c1cccnc1)c1ccc(Cl)cc1Cl	2.0	1.6	2.3	7.3	21.4	-0.2	-1.7	-2.5	-2.0	0.5
Cc1cc(C)c(NC(=O)CSc2ccc(-c3cccnc3)nn2)c(C)c1	10.0	1.1	-1.2	0.7	9.7	3.0	-0.9	8.7	-10.0	-2.8
CCn1cc(C(=O)N2CCc3ccccc32)c(=O)c2cc(S(=O)(=O)N3CCCC3)ccc21	-20.2	2.6	1.8	-2.2	-14.1	2.2	-2.3	2.3	20.2	0.7
COc1cccc2cc(C(=O)NCc3ccccn3)c(=O)oc12	-22.1	2.1	-1.5	.	66.6	-1.1	-1.0	0.3	22.1	-0.9
CCc1cccc(NS(=O)(=O)c2c(C)n[nH]c2C)c1	-16.1	1.7	2.1	-0.5	-9.9	0.9	-5.3	0.8	16.1	0.2
CC(C)Cn1c(SCC(=O)N2CC(=O)Nc3ccccc32)nc2ccccc21	-3.5	1.4	3.5	-6.5	-9.2	-1.0	-0.8	2.0	3.5	-1.8
Cc1nnc(SCc2cc([N+](=O)[O-])cc3c2OCOC3)n(N)c1=O	51.1	0.9	1.4	17.8	-21.9	-3.9	-2.0	-2.6	-51.1	-0.8
CCCC1CCc2[nH]nc(C(=O)NN)c2C1 (centres undefined)	7.3	3.1	3.8	-0.3	-3.4	4.0	0.0	5.6	-7.3	-6.6
O=S(=O)(NCc1cc(-c2ccccc2)no1)c1ccccc1Cl	-21.9	0.3	2.7	-3.1	-2.9	3.5	-1.8	4.9	21.9	-2.5
Brc1ccc(CN2C3=NCCCN3c3ccccc32)cc1	-12.6	2.5	5.6	-2.3	5.9	1.2	-3.2	-5.9	12.6	0.0
CCCCNCc1nc2ccccc2c(=O)[nH]1	-1.0	0.4	2.0	-1.0	-6.5	0.9	0.3	6.3	1.0	0.1
COC(=O)C1(CCSC)NC(c2ccc(OC)cc2OC)C2C(=O)N(c3cccc(C(C)=O)c3)C(=O)C21 (centres undefined)	9.1	1.0	1.4	0.4	.	0.3	.	3.7	-9.1	-3.4
C/C=C/C=N/Nc1nc(C)cc(=O)[nH]1	-22.9	0.9	3.0	0.5	-10.0	0.1	-0.5	5.1	22.9	-2.1
CCOC(=O)c1ccc(S(=O)(=O)NNC(=O)COc2ccccc2C)cc1	0.2	0.2	4.9	3.2	-9.6	0.3	-2.7	-0.5	-0.2	-2.1
O=C(O)/C=C\c1ccccc1Oc1ccc(F)cc1	-15.2	1.4	0.9	1.0	0.0	2.7	-0.8	-2.3	15.2	-1.6
CCN(C[C@H]1N[C@@](C)(C(=O)OC)[C@H]2C(=O)N(Cc3ccccc3)C(=O)[C@@H]12)C(=O)Nc1ccc(Cl)cc1	27.9	-0.7	0.6	-0.4	7.9	1.0	-0.3	1.7	-27.9	-3.9
Cc1ccc(CNC(=O)c2cc(=O)c3ccc(C)cc3o2)cc1	7.8	-2.4	-0.9	1.6	2.6	-0.9	-1.4	5.2	-7.8	-2.3
COc1cccc(N(C(=O)c2snc(C(N)=O)c2N)C(C(=O)NCc2ccccc2)c2ccc(O)cc2)c1 (centres undefined)	2.8	-3.7	0.9	-3.0	-1.1	1.9	-2.6	1.9	-2.8	-5.3
CCn1nc(C)cc1-c1nnc(SCC(=O)Nc2ccccc2)n1CCCOC	-10.3	-1.1	-0.2	8.1	2.8	3.9	-1.8	17.2	10.3	-4.0
Cc1c(CCC(=O)NCCC(=O)O)c(=O)oc2c(C)c3oc4c(c3cc12)CCCC4	.	-0.5	2.7	3.6	-7.0	-0.9	-4.9	1.0	.	-14.2
O=C(O)c1cc(NS(=O)(=O)c2ccc(N3CCOCC3)c([N+](=O)[O-])c2)cc(C(=O)O)c1	17.6	-3.6	0.2	.	1.9	-0.4	-3.1	-7.1	-17.6	-3.7
CCOC(=O)C1C(=O)C=C(c2cccs2)CC1c1ccccc1 (centres undefined)	25.2	0.7	3.3	2.8	-10.3	-0.2	-2.9	-0.6	-25.2	-3.8
CCC1CCCCN1CCCNC(=O)CCCOc1cc(=O)n(C)c2ccccc12 (centres undefined)	-5.3	1.6	1.1	3.1	-3.2	-0.4	-2.8	11.2	5.3	-5.4
CN(Cc1ccccc1)C(=O)c1ccccc1C(=O)O	-6.8	-0.6	3.6	-1.2	-5.8	-2.1	0.4	2.3	6.8	-5.2
Cc1cccc(NC(=O)c2cc3c(=O)n4ccccc4nc3n(CC(C)C)c2=N)c1	-6.0	0.2	-0.3	-4.3	-16.4	0.2	-1.3	-7.9	6.0	.
Nc1c(-c2cccs2)cnn1-c1nc(-c2ccc(F)cc2)cs1	74.1*	-0.7	2.0	.	21.4	0.6	-0.5	2.4	-74.1	-5.0
COCCCN1C(=O)/C(=C\c2cccs2)C(C(=O)OC)=C1C	-9.2	-3.1	1.5	-2.7	-4.1	-0.5	-2.5	-3.6	9.2	-4.1
CCC(=O)Nc1ccc(Cl)c(NC(=S)NC(C)=O)c1	16.1	0.5	1.2	-5.7	-5.1	-0.7	-2.6	-0.1	-16.1	-0.7
Cc1ccccc1CN1C(=O)C(O)(CC(=O)c2ccncc2)c2ccccc21 (centres undefined)	-11.8	0.9	3.8	-2.1	-11.8	1.3	-1.2	-0.2	11.8	-12.7
Cc1ccc(C(=O)c2c3ccc(N)cc3nn2CCC(N)=O)cc1	4.0	-2.6	0.5	-0.1	6.5	-1.4	-0.4	-3.0	-4.0	-1.4
COc1ccc(Cl)cc1NC(=O)CN1CCN(S(=O)(=O)N2CCC(C)CC2)CC1	.	-0.1	0.1	-5.1	-2.0	0.7	-0.8	11.2	.	-6.9
CCOC(=O)C1(CC2CC2)CCN(Cc2cn(C)c3ccccc23)CC1	-5.1	0.3	4.7	0.1	12.5	2.9	-2.7	3.0	5.1	-2.1
Cc1cccc(NC(=O)/C(C#N)=C/c2ccccc2Cl)n1	24.8	-2.3	-0.9	2.9	2.8	0.1	0.0	-2.5	-24.8	8.9
COc1cccc(C(=O)NC2CCN(CC(=O)NCc3ccccc3F)CC2)c1	.	-0.2	0.1	-1.9	10.5	1.2	0.1	-4.6	.	.
Cc1ccc(NC2=C(Cl)C(=O)c3ccccc3C2=O)cc1	-20.8	1.2	4.0	-12.2	-103.1	3.9	0.2	-2.3	20.8	-1.2
COC(=O)C1CC(C(=O)OC)C2C(C(=O)OC)CC(C(=O)OC)C12 (centres undefined)	-18.5	.	0.7	-1.4	-2.7	.	-0.1	2.9	18.5	.
CN(C)c1cccc(C(=O)NCc2ccccc2Cl)c1	-5.2	-2.5	3.6	-0.1	18.1	5.6	-0.2	3.4	5.2	-1.1
CNC(=O)NC(=O)COC(=O)c1ccccc1OCc1ccccc1	-3.1	-0.6	3.5	-1.6	-1.4	1.0	1.0	-2.1	3.1	-5.9
CCCCc1c(C)nc2nc(SCc3ccc(Cl)cc3)[nH]n2c1=O	-30.4	.	4.1	-3.6	13.1	.	-1.9	-6.9	30.4	-2.9
CCOC(=O)N1CCN(Cc2cn3ccccc3n2)CC1	-7.5	-7.1	0.4	.	8.8	-3.1	-0.7	-6.1	7.5	-4.1
CC1(C)C=C2[C@H]3CC[C@@H]4[C@@]5(C)CCC(=O)C(C)(C)[C@@H]5CC[C@@]4(C)[C@]3(C)CC[C@@]2(C(=O)O)CC1	-25.0	1.2	1.1	-1.5	-10.4	4.7	-0.6	-0.9	25.0	-1.8
COc1ccc(OC)c(NC(=O)COC(=O)/C=C/c2ccco2)c1	-11.7	0.0	-0.8	-2.8	-1.2	0.3	0.2	3.9	11.7	13.4
N#Cc1ccc(C(=O)N(Cc2ccccc2)c2ccccc2)cc1	23.8	-1.1	0.6	0.4	1.1	1.9	-2.5	7.6	-23.8	-4.2
Oc1ccc2ccccc2c1/C=N/c1nc2c(s1)CCCC2	-23.7	-2.3	2.3	.	-20.7	3.5	-0.1	2.1	23.7	-2.2
CC(=O)Nc1ccc(S(=O)(=O)Nc2ccc(S(=O)(=O)Nc3ncccn3)cc2)cc1	-3.8	2.2	-0.2	-3.1	-6.1	0.4	-0.4	1.4	3.8	-1.8
COc1ccc(-c2cc(C(=O)N3CCCCCC3)c3ccccc3n2)cc1	75.2*	.	2.1	1.1	34.1	.	-3.2	1.2	-75.2	-2.3
Cc1ccsc1/C=N\NC(=O)Cn1nnc2ccccc21	-16.8	-0.7	2.7	.	1.9	4.8	-2.8	-0.3	16.8	-2.7
CCCn1c(=O)c2c(C(F)(F)F)cc(-c3cccs3)nc2n(CCC)c1=O	-11.1	-1.0	5.2	-0.8	-1.2	2.5	-0.4	-6.7	11.1	0.4
CCc1ccc(OCC(=O)NNC(=O)CSc2ncnc3sc(C)c(C)c23)cc1	35.3	-2.6	3.5	.	-7.5	-0.3	-0.8	-9.7	-35.3	.
Cc1nc2sc(-c3ccccc3)nn2c(=O)c1Br	.	-3.7	2.0	27.7	7.5	-0.7	-0.9	-5.3	.	13.1
NNC(=O)c1cc(Cl)ccc1Cl	3.8	0.2	1.7	-3.9	-2.5	1.9	-0.9	0.4	-3.8	-1.1
Cc1cc(C)n2nc(SCC(=O)c3cccs3)nc2n1	-9.2	0.8	-1.6	-0.7	-1.6	0.2	-1.3	-1.6	9.2	-1.9
O=C(NNC(=O)C1CCC1)c1ccccc1F	-16.9	0.0	1.1	3.2	-8.5	0.0	-1.0	3.0	16.9	-2.9
CC(=O)c1ccc(OCc2cc(C(=O)N3CCC(Oc4ccccc4C)CC3)no2)cc1	-13.8	1.8	0.2	22.1	61.2	3.8	-1.7	0.8	13.8	-0.8
